TNAP act hiacc: TNAP activators at high phosphate acceptor level, primary screen, biochemical, luminescence, uHTS; Alkaline phosphatase, tissue-nonspecific isozyme (Homo sapiens), P05186; purified TNAP, CDP-star luminescence, 1 M DEA, 30 min; hits give high values; 0 = EDTA background, 1 = DMSO-only activity; activation factor at 20 µM; 200,000 tested, under 10 active; AID 1136, 2008;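 active = activation factor at least 2 at 20 µM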
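Measured by: Luminescent substrate turnover signal | Test system: Human TNAP | Input: TNAP 1/800 final | Dosing: 20 µM single point | Schedule: 30 min, room temperature | Controls: EDTA wells as negative control, DMSO wells as positive control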
TNAP inh hi DEA: human TNAP enzyme inhibitors, primary screen, biochemical, luminescent, high phosphate acceptor level, uHTS; Alkaline phosphatase, tissue-nonspecific isozyme (Homo sapiens), P05186; purified TNAP, CDP-star luminescence, 1 M DEA; inhibition, % at 20 µM; 200,000 compounds, 0.03% hits; AID 1135, 2008;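 active = over 50% inhibition of tissue-nonspecific alkaline phosphatase at 20 µM in the single-dose screen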;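 note: plate controls were DMSO wells for no effect and EDTA-quenched wells as full inhibition for full effect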
FLuc stim CS: FLuc activators, initial screening, artefact control for FLuc-dependent activation tests, biochemical, ATPlite luminescence. Luciferin 4-monooxygenase (Photinus pyralis), P08659. activation factor at 10 µM. ATPlite luciferase biochemical, 10 min; 0 = ATP-free wells, 1 = DMSO control. 200,000 tested, under 10 active;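 active = luciferase activation factor, scaled between plate controls, of at least 2 with compound at 10 µM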
Target sequence (P08659 whole entry, looked up): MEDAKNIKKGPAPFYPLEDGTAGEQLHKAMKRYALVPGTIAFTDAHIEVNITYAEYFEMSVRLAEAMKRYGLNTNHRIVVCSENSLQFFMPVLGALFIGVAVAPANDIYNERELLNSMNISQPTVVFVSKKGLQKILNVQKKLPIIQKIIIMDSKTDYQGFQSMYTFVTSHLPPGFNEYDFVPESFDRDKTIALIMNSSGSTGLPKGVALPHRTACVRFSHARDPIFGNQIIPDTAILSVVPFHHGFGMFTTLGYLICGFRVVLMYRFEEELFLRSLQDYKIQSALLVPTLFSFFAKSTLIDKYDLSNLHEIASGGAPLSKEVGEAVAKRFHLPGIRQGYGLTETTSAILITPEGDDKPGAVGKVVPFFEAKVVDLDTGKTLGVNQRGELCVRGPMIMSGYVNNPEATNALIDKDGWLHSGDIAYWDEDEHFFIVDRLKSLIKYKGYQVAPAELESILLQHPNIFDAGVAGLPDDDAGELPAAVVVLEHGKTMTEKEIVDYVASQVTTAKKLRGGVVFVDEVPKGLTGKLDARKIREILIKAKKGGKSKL
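Material: Luciferase/luciferin reagent mix; Doses: test compounds dosed from 2 mM stocks in 100% DMSO; Schedule: 10 min incubation after luciferase reagent addition, room temperature; Measured by: luminescence from luciferase reaction; Read-out: luminescence gain marking luciferase activators.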
HMGR II inh: inhibitors of E. faecalis class II HMGR, primary screen, biochemical, Enterococcus faecalis; HMG-CoA reductase (Enterococcus faecalis, mvaE); purified E. faecalis HMGR, NADPH absorbance 340 nm kinetic; inhibition, % at 10 µM; 190,000 compounds, 0.41% hits;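 active = inhibition above a set limit, the median over all tested compounds plus 3 SD, cut at about 9.5% in these data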;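 note: enzyme runs in reverse so mevalonate oxidation gives rising NADPH absorbance; 0% = complete reaction with DMSO and 100% = background rate lacking mevalonate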
Diaphorase inh: diaphorase inhibitors and chemical oxidizers, primary screen, counter-screen for diaphorase-coupled primary assays, biochemical, uHTS, resorufin fluorescence. diaphorase resazurin-to-resorufin fluorescence, NADH, 16 min; bacterial (C. kluyveri) enzyme, not human. inhibition, % at 20 µM. 190,000 compounds, 0.69% hits. AID 1217, 2008;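 active = primary screen inhibition at 20 µM above a set limit, cut at about 50% in these data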;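 note: plate controls were DMSO with full reaction for no effect and wells lacking NADH for full effect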
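Test system: bacterial diaphorase enzyme (C. kluyveri); Quantity: 0.14 U/mL diaphorase, enzyme working solution; Times: reaction incubation of 16 min at room temperature; Measured by: fluorescence of resorufin formed from resazurin, Ex 544/Em 590 nm; Benchmarks: positive control minus NADH, DMSO neutral control.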
G6PDH counter: L. mesenteroides G6PDH inhibitors, counter-screen for G6PDH-coupled screening assays, biochemical, Leuconostoc mesenteroides enzyme; glucose-6-phosphate dehydrogenase [Leuconostoc mesenteroides]; Purified L. mesenteroides G6PDH, diaphorase/resazurin coupled fluorescence, 45 min; inhibition, % at 5 µM; 200,000 compounds, 0.12% hits; AID 1020, 2008; in the data active = inhibition above about 50%
PMI act hi M6P: human PMI activators, high substrate, primary screen, biochemical, fluorescence intensity, near-saturating mannose 6-phosphate. coupled PMI enzyme assay, resazurin fluorescence, 20 min; hits give high values; 1 = untreated enzyme, 0 = substrate-free blank. Mannose-6-phosphate isomerase (Homo sapiens), P34949. 190,000 compounds, 0.34% hits. activation factor at 20 µM. AID 1216, 2008;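 active = activation factor of 2 or more at 20 µM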
Target sequence (P34949 whole entry, looked up): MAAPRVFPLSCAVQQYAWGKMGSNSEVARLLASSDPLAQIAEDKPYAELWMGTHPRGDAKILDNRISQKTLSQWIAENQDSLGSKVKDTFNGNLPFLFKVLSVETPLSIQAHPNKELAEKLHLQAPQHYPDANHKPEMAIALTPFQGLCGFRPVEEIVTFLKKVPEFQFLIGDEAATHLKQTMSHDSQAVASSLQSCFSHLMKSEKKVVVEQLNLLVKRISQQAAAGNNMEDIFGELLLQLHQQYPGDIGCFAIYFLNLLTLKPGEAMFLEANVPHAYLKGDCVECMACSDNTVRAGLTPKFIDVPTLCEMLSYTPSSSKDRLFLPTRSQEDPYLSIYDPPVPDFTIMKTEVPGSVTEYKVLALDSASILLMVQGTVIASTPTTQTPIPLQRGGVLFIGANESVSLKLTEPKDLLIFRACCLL
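Material: human phosphomannose isomerase with PGI, G6PDH, diaphorase coupling enzymes. Quantity: 15 ng/mL PMI. Medium: HEPES pH 7.4 buffer with MgCl2 and Tween-20. Reagent: Near-saturating mannose-6-phosphate, 1.0 mM. Compound: 20 µM single dose. Times: enzyme reaction with compound 20 min at room temperature. Detection: resorufin fluorescence at Ex 544/Em 590 nm.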
PMI act: activators of human PMI, primary screen, biochemical, fluorescence intensity, near-Km mannose 6-phosphate; purified human PMI, coupled resazurin fluorescence, 20 min; hits give high values; 1 = vehicle control, 0 substrate-free wells; activation factor at 20 µM; 190,000 compounds, 0.005% hits; AID 1214, 2008;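 active = activation factor of 2 or more at 20 µM, relative to plate controls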
TNAP inh no acc: human TNAP enzyme inhibitors, primary screen, biochemical, luminescent, no phosphate acceptor, uHTS; 200,000 compounds, 0.26% hits; purified TNAP, CDP-star luminescence, 30 min; Alkaline phosphatase, tissue-nonspecific isozyme (Homo sapiens), P05186; inhibition, % at 20 µM; AID 1012, 2008;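 active = tissue-nonspecific alkaline phosphatase inhibition above about 50% at 20 µM in the single-dose screen, limit read from the data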;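 note: 0% = DMSO negative control and 100% = EDTA positive control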
Diaphorase act: compounds boosting diaphorase resazurin reduction – biochemical, uHTS, resorufin fluorescence, counter-screen for diaphorase-coupled primary assays, primary screen; Diaphorase/resazurin coupled assay, 16 min; hits give high values; 1 = vehicle wells, 0 = NADH-free wells; activation factor at 20 µM; 190,000 compounds, 0.005% hits; AID 1229, 2008;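 active = diaphorase activity raised at least twofold by the compound at 20 µM; inactive = activation factor below 2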
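Test system: Clostridium kluyveri diaphorase, purified enzyme; input: enzyme 0.07 U/mL final; buffer or medium: 50 mM HEPES pH 7.4 with 4.542 mM MgCl2, 0.005% Tween 20; also added: 0.114 mM NADH and 0.1 mM resazurin, final amounts; schedule: 16 min enzyme reaction, ambient temperature; technique: fluorescence of resorufin, 544 nm excitation, 590 nm emission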
An asterisk follows results filed as active.

Screening Cc1cc(Cl)ccc1OCC(=O)NCCOc1nc(N2CCOCC2)nc(N2CCOCC2)n1 returned TNAP act hiacc 1, TNAP inh hi DEA -5, FLuc stim CS 1.1, HMGR II inh 0, Diaphorase inh 17, G6PDH counter 2, PMI act hi M6P 1, PMI act 1, TNAP inh no acc -12 and Diaphorase act 0.8.
For COc1ccc(NC(=O)CC2C(=O)N(c3ccc(OC)cc3)C(=O)N2Cc2ccc(OC)c(OC)c2)cc1 (configuration not stated) the results were TNAP act hiacc 1, TNAP inh hi DEA -4, FLuc stim CS 1.1, HMGR II inh 0, Diaphorase inh 9, G6PDH counter 3, PMI act hi M6P 1, PMI act 1, TNAP inh no acc -12 and Diaphorase act 0.9.
`N/C(=N\OC(=O)c1cccc([N+](=O)[O-])c1)c1ccccn1` gave TNAP act hiacc 1, TNAP inh hi DEA -4, FLuc stim CS 0.3, HMGR II inh 1, Diaphorase inh -2, G6PDH counter 5, PMI act hi M6P 1, PMI act 1, TNAP inh no acc -11 and Diaphorase act 1.
Screening O=C1CCCC/C1=C\Nc1ccccc1C(=O)O returned TNAP act hiacc 1.1, TNAP inh hi DEA -7, FLuc stim CS 1.1, HMGR II inh -6, Diaphorase inh 27, G6PDH counter 11, PMI act hi M6P 1, PMI act 1.1, TNAP inh no acc -4 and Diaphorase act 0.7.
O=C(NN=C1CCCCCCCCCCC1)c1cccc(S(=O)(=O)N2CCOCC2)c1 was read as TNAP act hiacc 1.1, TNAP inh hi DEA -6, FLuc stim CS 1, HMGR II inh 2, Diaphorase inh 18, G6PDH counter -2, PMI act hi M6P 1, PMI act 1, TNAP inh no acc -2 and Diaphorase act 0.8.
O=C(CCNC(=O)Cn1cnc2ccccc2c1=O)NCCC1=CCCCC1 was read as TNAP act hiacc 1, TNAP inh hi DEA 0, FLuc stim CS 1, HMGR II inh 2, Diaphorase inh 10, G6PDH counter 4, PMI act hi M6P 0.9, PMI act 0.9, TNAP inh no acc -6 and Diaphorase act 0.9.
CN(C)S(=O)(=O)N(CC(=O)Nc1cccc(F)c1)c1ccccc1 was read as TNAP act hiacc 1, TNAP inh hi DEA -3, FLuc stim CS 1, HMGR II inh -6, Diaphorase inh 5, G6PDH counter 13, PMI act hi M6P 1, PMI act 0.9, TNAP inh no acc -13 and Diaphorase act 1.
Screening CCn1ncc(/C=C/C(=O)C2CC2)c1C returned TNAP act hiacc 1, TNAP inh hi DEA -3, FLuc stim CS 1, HMGR II inh -1, Diaphorase inh 11, G6PDH counter 3, PMI act hi M6P 0.9, PMI act 1, TNAP inh no acc -6 and Diaphorase act 0.9.
For O=C(O)COc1ccc(/C=C/c2ccc3cccc([N+](=O)[O-])c3n2)cc1 the results were TNAP act hiacc 1, TNAP inh hi DEA 0, FLuc stim CS 0.5, HMGR II inh -2, Diaphorase inh 8, G6PDH counter 0, PMI act hi M6P 1.3, PMI act 1.2, TNAP inh no acc 5 and Diaphorase act 0.9.
Cc1ccc(-n2nnnc2SCC(=O)Nc2ccc3c(c2)OCCO3)cc1C was read as TNAP act hiacc 1, TNAP inh hi DEA -2, FLuc stim CS 1, HMGR II inh 3, Diaphorase inh 18, G6PDH counter 5, PMI act hi M6P 0.8, PMI act 0.9, TNAP inh no acc -6 and Diaphorase act 0.8.
For C/C(CCC(C)C)=N\Nc1ccc(S(N)(=O)=O)cc1[N+](=O)[O-] the results were TNAP act hiacc 0.9, TNAP inh hi DEA 14, FLuc stim CS 1.1, HMGR II inh -7, Diaphorase inh 11, G6PDH counter 3, PMI act hi M6P 1, PMI act 1, TNAP inh no acc 9 and Diaphorase act 0.9.
Screening COc1cccc(C(=O)NNc2nc(C)cc(C)n2)c1 returned TNAP act hiacc 1, TNAP inh hi DEA 0, FLuc stim CS 1, HMGR II inh 0, Diaphorase inh 3, G6PDH counter 3, PMI act hi M6P 1.1, PMI act 1.1, TNAP inh no acc -35 and Diaphorase act 1.
`Cn1c(=O)c2c(nc(Oc3ccccc3)n2C)n(C)c1=O` gave TNAP act hiacc 1.1, TNAP inh hi DEA -8, FLuc stim CS 1, HMGR II inh -9, Diaphorase inh 15, G6PDH counter 3, PMI act hi M6P 0.9, PMI act 0.9, TNAP inh no acc -4 and Diaphorase act 0.9.
`CC1CCC2(CC1)NC(=S)N(c1ccccc1)N2` (configuration not stated) gave TNAP act hiacc 1.1, TNAP inh hi DEA -5, FLuc stim CS 1.1, HMGR II inh 4, Diaphorase inh -2, G6PDH counter 6, PMI act hi M6P 2.2*, PMI act 1.9, TNAP inh no acc 2 and Diaphorase act 1.
Screening CC1(C)OC(=O)N(Cc2ccco2)C1(C)O (configuration not stated) returned TNAP act hiacc 1, TNAP inh hi DEA -1, FLuc stim CS 1, HMGR II inh -2, Diaphorase inh 11, G6PDH counter 3, PMI act hi M6P 1, PMI act 1, TNAP inh no acc -5 and Diaphorase act 0.9.
Screening C1CCN(Cc2nnnn2CC2CCCO2)CC1 (configuration not stated) returned TNAP act hiacc 1, TNAP inh hi DEA -2, FLuc stim CS 1, HMGR II inh -1, Diaphorase inh -2, G6PDH counter 12, PMI act hi M6P 1, PMI act 1, TNAP inh no acc -3 and Diaphorase act 1.
For O=C(Nc1ccccc1Oc1ccccc1)c1cccc([N+](=O)[O-])c1 the results were TNAP act hiacc 1, TNAP inh hi DEA -1, FLuc stim CS 1, HMGR II inh -1, Diaphorase inh 17, G6PDH counter 2, PMI act hi M6P 0.9, PMI act 0.8, TNAP inh no acc -5 and Diaphorase act 0.8.
`O=C(CCCOc1ccccc1)Nc1cccc(C(=O)O)c1` gave TNAP act hiacc 1, TNAP inh hi DEA -4, FLuc stim CS 1.1, HMGR II inh -8, Diaphorase inh 5, G6PDH counter 1, PMI act hi M6P 0.9, PMI act 1, TNAP inh no acc -10 and Diaphorase act 0.9.
Screening CCn1c(-c2cc(-c3cc(OC)ccc3OC)nc3ccccc23)n[nH]c1=S returned TNAP act hiacc 1, TNAP inh hi DEA -3, FLuc stim CS 1.1, HMGR II inh 2, Diaphorase inh 18, G6PDH counter 1, PMI act hi M6P 1.2, PMI act 1.1, TNAP inh no acc -10 and Diaphorase act 0.8.
C/C=C(\C)CN1CCN(c2cc(C)ccc2C)CC1 was read as TNAP act hiacc 1, TNAP inh hi DEA 0, FLuc stim CS 1, HMGR II inh -1, Diaphorase inh 18, G6PDH counter 15, PMI act hi M6P 0.9, PMI act 0.9, TNAP inh no acc -4 and Diaphorase act 0.8.
Screening O=C(NCC(=O)N(CCc1ccccc1)C(C(=O)NC1CCCCC1)c1ccncc1)c1ccco1 (configuration not stated) returned TNAP act hiacc 1.1, TNAP inh hi DEA -6, FLuc stim CS 1.1, HMGR II inh -1, Diaphorase inh 13, G6PDH counter 7, PMI act hi M6P 0.9, PMI act 1, TNAP inh no acc 3 and Diaphorase act 0.9.
COc1ccc(C2=NNC(c3cc(Cl)cc4c3OCOC4)C2)c(O)c1 (configuration not stated) was read as TNAP act hiacc 1, TNAP inh hi DEA 1, FLuc stim CS 0.9, HMGR II inh -4, Diaphorase inh -6, G6PDH counter -3, PMI act hi M6P 1.5, PMI act 1.5, TNAP inh no acc 2 and Diaphorase act 1.1.
Screening O=C(CN1C(=O)c2cccc3cccc1c23)NCC1CCCO1 (configuration not stated) returned TNAP act hiacc 1, TNAP inh hi DEA -4, FLuc stim CS 1.1, HMGR II inh -2, Diaphorase inh 6, G6PDH counter 21, PMI act hi M6P 0.9, PMI act 1, TNAP inh no acc -1 and Diaphorase act 0.9.
`Cc1ccc2nc(-c3ccc(NC(=O)C4CCCO4)cc3)[nH]c2c1` (configuration not stated) gave TNAP act hiacc 1, TNAP inh hi DEA -4, FLuc stim CS 0.2, HMGR II inh 2, Diaphorase inh 10, G6PDH counter 4, PMI act hi M6P 0.9, PMI act 0.9, TNAP inh no acc -11 and Diaphorase act 0.9.
For CCOC(=O)N1CCN(CC(O)c2ccc3c(c2)CCN3)CC1 (configuration not stated) the results were TNAP act hiacc 1, TNAP inh hi DEA -4, FLuc stim CS 1, HMGR II inh -4, Diaphorase inh -5, G6PDH counter 10, PMI act hi M6P 1, PMI act 0.9, TNAP inh no acc -8 and Diaphorase act 1.1.
CC1CN(C(=O)c2scc3c2OCCO3)CC(C)O1 (configuration not stated) was read as TNAP act hiacc 1, TNAP inh hi DEA -4, FLuc stim CS 1, HMGR II inh -2, Diaphorase inh 12, G6PDH counter -4, PMI act hi M6P 0.9, PMI act 0.9, TNAP inh no acc -15 and Diaphorase act 0.9.

3 entries out of the list, ordered by heavy-atom count, lowest first:
`CC1CCC2(CC1)NC(=S)N(c1ccccc1)N2` (configuration not stated) gave TNAP act hiacc 1.1, TNAP inh hi DEA -5, FLuc stim CS 1.1, HMGR II inh 4, Diaphorase inh -2, G6PDH counter 6, PMI act hi M6P 2.2*, PMI act 1.9, TNAP inh no acc 2 and Diaphorase act 1.
`Cn1c(=O)c2c(nc(Oc3ccccc3)n2C)n(C)c1=O` gave TNAP act hiacc 1.1, TNAP inh hi DEA -8, FLuc stim CS 1, HMGR II inh -9, Diaphorase inh 15, G6PDH counter 3, PMI act hi M6P 0.9, PMI act 0.9, TNAP inh no acc -4 and Diaphorase act 0.9.
For CCOC(=O)N1CCN(CC(O)c2ccc3c(c2)CCN3)CC1 (configuration not stated) the results were TNAP act hiacc 1, TNAP inh hi DEA -4, FLuc stim CS 1, HMGR II inh -4, Diaphorase inh -5, G6PDH counter 10, PMI act hi M6P 1, PMI act 0.9, TNAP inh no acc -8 and Diaphorase act 1.1.

Screens: PubChem BioAssay, several laboratories
